High-throughput results: PubChem, The Scripps Research Institute Molecular Screening Center
FBW7 activator = FBW7 E3 ligase activators, primary screen, biochemical, AlphaScreen, human. normalized activity (activation), % at 26.1 µM. 0.13% of 650,000 active. AlphaScreen FBW7–phospho-cyclin E peptide binding, activator screen; in the data active = normalized activity above about 1.9%;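 also: purified mutant Fbw7 with reduced substrate affinity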
MITF primary = MITF inhibitors, primary screen, biochemical, AlphaScreen, human | Microphthalmia-associated transcription factor (Homo sapiens), O75030 | AlphaScreen MITF homodimerization, bead proximity signal | inhibition, % at 2.6 µM | 0.91% of 650,000 active | AID 1259374, 2018; in the data active = inhibition above about 50%;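 also: 0% = vehicle wells with protein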
Target sequence (O75030 whole entry, looked up): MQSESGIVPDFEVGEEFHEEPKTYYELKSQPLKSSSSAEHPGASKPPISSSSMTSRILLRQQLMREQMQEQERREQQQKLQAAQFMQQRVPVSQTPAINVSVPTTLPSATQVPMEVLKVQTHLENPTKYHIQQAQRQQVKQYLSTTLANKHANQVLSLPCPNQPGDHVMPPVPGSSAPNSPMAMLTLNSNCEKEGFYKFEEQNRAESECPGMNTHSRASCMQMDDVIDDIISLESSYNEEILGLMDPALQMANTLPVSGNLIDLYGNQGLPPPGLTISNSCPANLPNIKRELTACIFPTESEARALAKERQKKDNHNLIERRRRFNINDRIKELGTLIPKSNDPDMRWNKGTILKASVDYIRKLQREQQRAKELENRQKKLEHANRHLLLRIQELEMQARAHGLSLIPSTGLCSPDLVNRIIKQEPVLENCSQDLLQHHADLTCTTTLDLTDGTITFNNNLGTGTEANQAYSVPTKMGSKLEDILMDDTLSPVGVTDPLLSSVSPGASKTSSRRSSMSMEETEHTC
TEAD-YAP inh = TEAD-YAP interaction inhibition, primary screen, TEAD-YAP interaction inhibitor project, luminescence, HEK-TIYL cells | TEAD-Gal4/YAP UAS-luciferase luminescence | inhibition, % at 9.12 µM | 1.4% of 640,000 active | AID 1259422, 2018; in the data active = inhibition above about 32%;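 also: 0% = median of test compound wells and 100% = reference inhibitor wells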
GPR151 ag = activators of human GPR151, primary screen, cell-based, PathHunter beta-arrestin, luminescence | G-protein coupled receptor 151 (Homo sapiens), Q8TDV0 | PathHunter beta-arrestin GPR151 cells | activation, % at 11.2 µM | 1% of 650,000 active; in the data active = activation above about 4.9%;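 also: 0% = median of compound wells and 100% = cells with positive control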
Target sequence (Q8TDV0 whole entry, looked up): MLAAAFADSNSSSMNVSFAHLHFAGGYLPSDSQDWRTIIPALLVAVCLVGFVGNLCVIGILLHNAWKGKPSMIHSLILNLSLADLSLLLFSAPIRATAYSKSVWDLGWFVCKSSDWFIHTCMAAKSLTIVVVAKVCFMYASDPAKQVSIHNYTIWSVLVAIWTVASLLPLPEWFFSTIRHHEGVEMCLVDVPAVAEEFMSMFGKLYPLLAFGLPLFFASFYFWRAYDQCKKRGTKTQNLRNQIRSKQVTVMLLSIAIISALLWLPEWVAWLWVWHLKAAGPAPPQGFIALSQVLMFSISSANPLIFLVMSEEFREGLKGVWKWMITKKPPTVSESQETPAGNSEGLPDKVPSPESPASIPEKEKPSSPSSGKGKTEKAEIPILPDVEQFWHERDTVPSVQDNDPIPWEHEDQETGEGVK
* hit, by the source's call; & = joins results of further samples.

| SMILES | FBW7 activator | MITF primary | TEAD-YAP inh | GPR151 ag |
| --- | --- | --- | --- | --- |
| Fc1ccc(CCNC(=S)NC2CC2)cc1 | 0.1 | -17 | -4 | -1.4 |
| O=C(NCc1cccnc1)c1noc2c1CCc1ccccc1-2 | 0.0 | 21 | -6 | -1.2 |
| COC(=O)c1nnn(-c2nonc2N)c1-c1cccs1 | -0.2 | 4 | 4 | 1.3 |
| COc1ccc(C(C)(C)C)cc1NC(=O)CN1c2cccc3cccc(c23)S1(=O)=O | 0.7 | 9 | -3 | -0.9 |
| COc1ccc(/C=C/C(=O)NC(C(C)C)C(C)C)cc1 | -0.1 | -7 | -6 | 0.3 |
| CCCCOC(=O)Nc1sc2c(c1C(N)=O)CCCC2 | 1.0 | 16 | -11 | 0.2 |
| Cc1ccc(C)c(NC(=O)CSc2nnc(NC(=O)C(C)(C)C)s2)c1 | 0.5 | -3 | 3 | 0.7 |
| Cc1cc(C)nc(N/N=C/c2ccc(Cl)c(Cl)c2)n1 | 0.1 | 19 | -1 | 1.6 |
| Cn1c(N)c(C(=O)COC(=O)C2=COCCO2)c(=O)n(C)c1=O | 0.2 | -7 | -6 | -1.7 |
| O=C(OCc1cccc([N+](=O)[O-])c1)c1cc2ccccc2oc1=O | 0.0 | -2 | 10 | -1.9 |

Reprinted from the part before: 6 compounds; new compounds follow.
| SMILES | FBW7 activator | MITF primary | TEAD-YAP inh | GPR151 ag |
| --- | --- | --- | --- | --- |
| COc1ccc(/C=C/C(=O)NC(C(C)C)C(C)C)cc1 | -0.1 | -7 | -6 | 0.3 |
| CCCCOC(=O)Nc1sc2c(c1C(N)=O)CCCC2 | 1.0 | 16 | -11 | 0.2 |
| Cc1ccc(C)c(NC(=O)CSc2nnc(NC(=O)C(C)(C)C)s2)c1 | 0.5 | -3 | 3 | 0.7 |
| Cc1cc(C)nc(N/N=C/c2ccc(Cl)c(Cl)c2)n1 | 0.1 | 19 | -1 | 1.6 |
| Cn1c(N)c(C(=O)COC(=O)C2=COCCO2)c(=O)n(C)c1=O | 0.2 | -7 | -6 | -1.7 |
| O=C(OCc1cccc([N+](=O)[O-])c1)c1cc2ccccc2oc1=O | 0.0 | -2 | 10 | -1.9 |
| COc1ccccc1C(=O)NNC1=CC(=O)CC(C)(C)C1 | 0.1 | 4 | 8 | 0.9 |
| c1ccc(CN2CCC(Nc3cc(Nc4ccc(N5CCOCC5)cc4)ncn3)CC2)cc1 | -0.2&0.3 | -3&16 | -2&0 | 1.3&-0.7 |
| COc1cc(NC(=O)Cn2nc(C(F)(F)F)cc2C)c(OC)cc1Cl | 0.0 | 8 | 7 | 2.4 |
| CCS(=O)(=O)N1CCN(Cc2cccnc2)CC1 | 0.0 | 78* | 0 | -0.7 |
| C=CCN=C1S/C(=C\N(C)C)C(=O)N1S(=O)(=O)c1ccc(C)cc1 | -0.1 | 4 | 3 | -1.1 |
| CC(=O)Oc1cc(C(C)C)c(OCCN(C)C)cc1C | -0.1&-0.1&0.1 | 5&-3&8 | 0&-2 | 3.0&-0.6&2.1 |
| O=C1C(Cl)=C(N2CCN(c3ccc([N+](=O)[O-])cc3)CC2)C(=O)c2ccccc21 | -0.3 | 6 | 3 | -1.4 |
| Cc1nc(CC(=O)N2CCC(C(Cc3ccccc3)N(C)C(=O)CN(C)C)CC2)cs1 (centres undefined) | 0.0 | 6 | -4 | 0.9 |
| Cc1ccccc1C(=O)c1cccn1CC(=O)N1CCC(C(N)=O)CC1 | 0.0 | 4 | 5 | -0.6 |
| CS(=O)(=O)Nc1ccc(C(=O)Nc2cccc(Br)c2)cc1 | -0.2 | 5 | -1 | -0.2 |
| COc1ccc(N(C)C(=O)Cc2c(C(=O)O)n(C)c3ccccc23)c(OC)c1 | 0.1 | -10 | 7 | -0.5 |
| COc1ccc(C)cc1NC(=O)c1cnc2n(c1=O)CCS2 | 0.0 | -1 | -13 | -0.1 |
| CCc1c(C(=O)N2CCN(c3ccccc3)CC2)[nH]c(C)c1C(C)=O | 0.0 | 8 | 7 | 1.1 |
| CCC(C)NC(=O)CSc1nc2ccccc2c(=O)n1CCCN1CCC(C)CC1 (centres undefined) | 0.0 | 13 | -1 | 1.9 |
| CC(=O)Nc1ccc(NC(=O)c2csc(-c3ccccc3)n2)cc1 | -0.1 | 4 | -14 | -1.9 |
| COC(=O)c1cc(CNC(=O)c2nonc2C)cc(NS(=O)(=O)Cc2ccccc2)c1 | 0.0 | -15 | 3 | 0.0 |
| O=C(CSC1=NC(=O)C(c2ccccc2)C(=O)N1)c1ccc(Br)cc1 (centres undefined) | -0.1 | -19 | -3 | -1.8 |
| COc1cc(C(=O)Nc2cccc(O)c2)cc(OC)c1OC | 0.0 | 11 | -3 | 1.4 |
| COc1cc(C(=O)Nc2ccc(O)c(-c3nc4ccccc4o3)c2)cc(OC)c1OC | 0.4 | 11 | 7 | -0.2 |
| COc1ccc(-c2nc3ccccc3c(=O)n2NCc2cccc(OC)c2)cc1 | 0.0 | 10 | 8 | -0.1 |
| NNC(=O)C(Cc1c[nH]c2ccccc12)NC(=O)OCc1ccccc1 (centres undefined) | -0.2 | 5 | -2 | 0.1 |
| CC(NC(=O)Cn1cc(NC(=O)c2ccco2)cn1)c1nc(-c2ccccc2)no1 (centres undefined) | 0.0 | 7 | 2 | 1.7 |
| Cc1ccc(CN2CCc3nnc(C(NS(C)(=O)=O)C(C)C)n3CC2)cc1 (centres undefined) | 0.3 | 9 | 3 | 2.7 |
| CN(C)c1ccc(C(CNC(=O)C2CCCC2)N2CCOCC2)cc1 (centres undefined) | -0.1 | -7 | -7 | 1.4 |
| CCC(C)N(C(=S)Nc1ccc(Cl)cc1OC)C1CCN(C(C)=O)CC1 (centres undefined) | 0.2 | 12 | 1 | -0.5 |
| O=c1[nH]c(=S)[nH]c(O)c1C=NC12CC3CC(CC(C3)C1)C2 | 0.3 | 27 | 4 | 1.1 |
| O=C1/C(=C\c2cccc([N+](=O)[O-])c2)N=C(c2cccc(Cl)c2)N1c1ccc(F)cc1F | 0.1 | 12 | 4 | -1.3 |
| CCc1ccc(-n2c(C)nc3cc(C(=O)NC4CCCCC4C)ccc32)cc1 (centres undefined) | 0.0 | -2 | -4 | -1.7 |
| O=C(O)C1C2CCC(C2)C1C(=O)Nc1nc2c(s1)CCCC2 (centres undefined) | 0.1 | -3 | -14 | 0.4 |
| ON=c1c2ccccc2oc2ccccc12 | 0.1 | 12 | 1 | 0.4 |
| Cc1cc(C)c(C(=O)c2ccc(C(=O)NCCc3nc(-c4ccccc4)cs3)cc2)c(C)c1 | 0.3 | 10 | 0 | -1.4 |
| COCCOC(=O)C1=C(C)NC2=C(C(=O)CC(c3cccs3)C2)C1c1ccsc1 (centres undefined) | 0.5&0.9 | -3&2 | -7&9 | 1.2&0.7 |
| CC(C)n1cnc2c(NCCN3CCOCC3)nc(Nc3cnccn3)nc21 | 0.5 | 21 | 10 | 0.9 |
| Cc1cnc(Nc2ccccc2)nc1NCCCN1CCCC1=O | 0.1 | 11 | -15 | 0.8 |
| Cc1ncn(-c2ccc(Nc3nccc(N4CCc5[nH]ncc5C4)n3)cc2)n1 | 0.1 | -7 | 50* | 1.7 |
| Cc1ccccc1NC(=O)CCN1C(=O)c2ccccc2S1(=O)=O | 0.1 | -8 | -4 | -1.0 |
| CC(C)(C)NC(=O)CC1C(=O)NCCN1Cc1c(F)cccc1Cl (centres undefined) | 0.0 | 0 | -6 | 0.1 |
| CCOC(=O)c1c(NC(=O)CCc2ccc(C)o2)sc(C)c1C | -0.1 | 2 | 1 | 3.3 |
| CCn1c(-c2ccc(Br)cc2)c[nH]c1=S | -0.2 | -6 | 14 | 0.6 |
| CC(=O)Nc1ccc(NC(=S)NC(=O)c2ccc(OC(C)C)cc2)cc1 | -0.2 | 0 | -8 | -0.9 |
| CC(C)n1c(Nc2ccc(-n3ccnc3)cc2)nc2c(NCc3ccccc3)ncnc21 | 0.1 | 8 | -50 | 2.1 |
| CCOC(=O)c1ccc(NC(=O)CNC(=O)C2CCCCC2)cc1 | -0.2 | -2 | -6 | 1.2 |
| C=CCC(N)(CC=C)c1ccncc1 | -0.1 | 1 | 14 | 0.8 |
| Cc1ccccc1N(C)C(=O)CCc1nc(-c2ccccc2F)no1 | 0.0 | -12 | -4 | 2.5 |
| CCN(CC)S(=O)(=O)c1ccc2[nH]c3nc(SCC(=O)N4CCCC4)nnc3c2c1 | 0.0 | -8 | 9 | 0.7 |
| Cc1ccc(CN2C(=O)Nc3ccccc3S2(=O)=O)cc1 | 0.6 | 5 | 7 | -1.4 |
| CCOC(=O)c1cnn(-c2nnc(-c3ccccc3)c3ccccc23)c1/N=C/N(C)C | 0.1 | 9 | -4 | -1.3 |
| CCCOC(=O)Cn1cnc2sc(C)c(C)c2c1=O | -0.2 | -6 | -6 | -0.2 |
| O=C(c1cccs1)N(c1nccs1)C1CCCCC1 | 0.3 | 17 | -6 | 0.6 |
| COc1ccc(NC(=O)CN2CCN(S(=O)(=O)c3cccc([N+](=O)[O-])c3)CC2)cc1OC | 0.1 | 0 | 3 | 0.6 |

The list goes on.
| SMILES | FBW7 activator | MITF primary | TEAD-YAP inh | GPR151 ag |
| --- | --- | --- | --- | --- |
| c1ccc(CNc2cc(Nc3ccc(-n4ccnc4)cc3)ncn2)cc1 | -0.1 | 3 | -26 | -0.7 |
| Cc1ccccc1C(=O)NCc1ccc2c(c1)cc(C)n2C | 0.5 | 11 | 7 | -1.5 |
| O=C(CSc1nc(O)cc(=O)n1C1CCCC1)NC12CC3CC(CC(C3)C1)C2 | -0.1 | -9 | 7 | 0.6 |
| O=C(c1ccc(-n2c(=S)[nH]c3ccccc3c2=O)cc1)N1CCCCCC1 | 0.1 | 19 | 3 | -0.8 |
| CN(C)CCN(C)c1cc(-c2cn[nH]c2)ccc1NC(=O)OCc1ccccc1 | 0.1 | 19 | -4 | 0.4 |
| Cc1cccc(C(=O)N(C(=O)c2cccc(C)c2)c2ncccn2)c1 | 0.1 | 14 | -7 | -2.0 |
| Cn1c(=O)c2ccccc2n(Cc2ccccc2Cl)c1=O | 0.1 | 3 | -1 | -0.1 |
| O=C(OCc1cc(=O)oc2ccc3ccccc3c12)c1ccc([N+](=O)[O-])o1 | -0.1 | -7 | 5 | -0.7 |
| CCOc1ccc(C2C(C#N)=C(N)N(c3cccc(C(F)(F)F)c3)C3=C2C(=O)CCC3)cc1 (centres undefined) | 0.0 | 0 | 4 | -0.4 |
| O=C1NC(c2ccccn2)(C2CCN(Cc3ccccc3)CC2)C(=O)N1CC1CCCO1 (centres undefined) | -0.3 | -28 | 6 | 0.8 |
| Nn1cc(-c2ccccc2)nc1SCC(=O)Nc1ccc(S(N)(=O)=O)cc1 | -0.2 | -16 | 2 | 1.9 |
| COc1ccc(Cl)cc1NC(=S)NCc1ccccn1 | -0.1 | 0 | 9 | 0.6 |
| COC(=O)c1cc(S(=O)(=O)N2CCN(c3cc(Cl)ccc3C)CC2)c[nH]1 | 0.1 | 10 | -3 | 0.0 |
| O=C(Cc1ccc(-n2cccc2)cc1)Nc1cccc(F)c1 | 0.0 | 12 | -5 | -1.2 |
| COC(=O)C1=CN(Cc2ccc(F)cc2)C=C(C(=O)OC)C1c1ccc(OC)c(O)c1 | 0.3 | -12 | -7 | 0.6 |
| O=C(Nc1nc2ccccc2s1)C1CCCN1S(=O)(=O)c1ccc(Cl)cc1 (centres undefined) | 0.2 | -3 | -9 | 2.2 |
| CCCCC1CCC(C(=O)Nc2c3c(nn2-c2ccc(OC)cc2)CSC3)CC1 (centres undefined) | 0.1 | 4 | -2 | 1.1 |
| CCOC(=O)c1ccc(N2NC(=O)/C(=C/c3ccc(C)o3)C2=O)cc1 | -0.1 | 5 | 7 | 0.6 |
| O=C(O)c1c(NS(=O)(=O)c2ccccc2)sc2c1CCCC2 | 0.6 | 9 | -1 | 0.2 |
| Cc1cccc(NC(=O)c2ccc(N3CC4CC(C3)c3cccc(=O)n3C4)c(NC(=O)c3cccs3)c2)n1 (centres undefined) | 0.2 | 2 | -2 | 2.0 |
| Cc1cnc(C(=O)N[C@H](C)Cn2nnc3ccccc32)cn1 | 0.5 | 13 | 1 | 1.4 |
| Cn1nccc1Nc1cc(C(=O)Nc2ccc(N3CCOCC3)cc2)ccn1 | -0.1 | 5 | -6 | -1.6 |
| COc1cc2ccccc2cc1C(=O)Nc1ccc(Cl)c(-c2nc3ccccc3[nH]2)c1 | -0.1 | 12 | 0 | -0.9 |
| CCCNc1cc(N2CCN(c3ccccn3)CC2)ncn1 | 0.7 | 3 | -21 | 0.1 |
| COC(=O)C(Cc1ccccc1)n1c(C)ccc1C (centres undefined) | 1.0 | 17 | 6 | -0.8 |
| O=C(Nc1ccc(Cc2ccc(NC(=O)c3ccc(F)cc3)cc2)cc1)c1ccc(F)cc1 | 0.4 | 5 | 9 | -1.1 |
| COc1cc(/C=c2\sc3nc4ccccc4n3c2=O)ccc1OCc1ccc(F)cc1 | -0.1 | -3 | 22 | 2.9 |
| Cc1cc(N2CCN(c3ccccn3)CC2)n2nc(C)nc2n1 | 0.2 | 8 | 6 | -1.2 |
| Cc1ccc(C2CC(c3cccs3)=NN2C(=O)CSc2nnc(CNC(=O)c3cccc(C)c3)n2Cc2ccccc2)cc1 (centres undefined) | -0.1 | -4 | 2 | 0.8 |
| Cc1ccc(-c2cc(N)n(S(=O)(=O)Cc3ccccc3)n2)cc1 | -0.1 | -12 | 3 | 1.0 |
| CC(C)C1(C)N=C(c2ccc3c(c2)OCO3)CC(c2ccccc2O)N1 (centres undefined) | 0.5 | 16 | -52 | -3.7 |
